pCIP destab – p/CIP protein destabilization; Q05BA5; F442A p/CIP-EGFP cells, EGFP fluorescence, 16 h; decrease of EGFP signal, % at 10 µM; 290,000 tested, 0.01% active; AID 1984;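 active = EGFP signal decrease of at least 30% at 10 µM or well 3 SD below plate mean, unless failing retest; inactive = the rest, including hits failing retest or dose response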; also: some compounds called inactive have numbers as strong as hits; many of its hits are not listed in these tables
IDE cell activ – activators of human insulin-degrading enzyme in cells | AID 493087 | P14735 | activation, % at 5.96 µM | HEK cells, FAbeta-B cleavage, fluorescence polarization; 0% vehicle, 100% cell-free pure enzyme wells | 340,000 tested, 0.073% active;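 active = activation above the mean of all tested compounds plus 3 SD, set per screening campaign, cut at about 17% in these data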
VIM-2 inh – blocks Pseudomonas aeruginosa VIM-2 metallo-beta-lactamase. purified VIM-2, nitrocefin hydrolysis, epi-absorbance fluorescence. inhibition, % at 5.6 µM. 290,000 tested, 0.89% active;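 active = inhibition above the mean of all tested compounds plus 3 SD, cutoff set per screening run, cut at about 7.5% in these data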;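 also: red hydrolysis product quenches plate fluorescence so inhibitors raise well fluorescence; 0% = enzyme with DMSO and 100% = DMSO without enzyme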
IDE cell inh – cellular human IDE inhibition; HEK cells, FAbetaB cleavage, fluorescence polarization; inhibition, % at 5.59 µM; 320,000 tested, 0.41% active; AID 434962;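 active = percent inhibition above the average of all tested compounds plus 3 SD, set per screening campaign, cut at about 16% in these data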;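 also: IDE supplied by intact live HEK cells; FP after avidin binding of uncleaved biotin substrate so inhibition keeps polarization high; 0% = DMSO wells and 100% = 60 µM reference IDE inhibitor Ii1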
M18AAP inhibitor – blocks P. falciparum M18 aspartyl aminopeptidase. recombinant PfM18AAP, H-Glu-NHMec fluorogenic cleavage. inhibition, % at 7.35 µM. 290,000 tested, 1.2% active. AID 1822;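 active = inhibition above the campaign mean inhibition over all tested compounds plus 3 SD, cut at about 28% in these data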;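 also: 0% = plate median of test compound wells and 100% = 2 mM ZnCl2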
PHOSPHO1 block – PHOSPHO1 (human) inhibition | Q8TCT1 | recombinant PHOSPHO1, absorbance phosphatase assay | inhibition, % at 13.3 µM | 290,000 tested, 1.1% active | AID 1565; in the data active = inhibition above about 60%
Target sequence (Q8TCT1 whole entry, looked up): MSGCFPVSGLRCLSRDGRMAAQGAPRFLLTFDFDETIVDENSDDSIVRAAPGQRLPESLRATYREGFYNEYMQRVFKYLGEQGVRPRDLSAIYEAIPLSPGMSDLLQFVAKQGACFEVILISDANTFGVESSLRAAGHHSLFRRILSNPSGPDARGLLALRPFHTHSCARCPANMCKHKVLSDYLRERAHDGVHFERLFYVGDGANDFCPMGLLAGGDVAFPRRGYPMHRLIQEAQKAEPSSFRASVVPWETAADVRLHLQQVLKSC
NALP1 yeast inh – inhibitors of NALP1 inflammasome in yeast; inhibition, % at 10 µM; AID 2071; 280,000 tested, 0.61% active; S. cerevisiae NALP1/ASC/caspase-1 growth, X-gal OD620, 72 h; in the data active = inhibition mostly above about 24%, no sharp cut-off; inactive = mostly below about 32%; also: some compounds called inactive have numbers as strong as hits
IMP-1 inh – blocks Pseudomonas aeruginosa IMP-1 metallo-beta-lactamase; 290,000 tested, 0.45% active; purified IMP-1, nitrocefin hydrolysis, epi-absorbance fluorescence; AID 1556; inhibition, % at 5.6 µM;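 active = inhibition above the mean plus 3 SD of all compounds in the same screening run, cut at about 4.5% in these data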;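 also: 0% = IMP-1 with DMSO and 100% = DMSO wells lacking enzyme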
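Assay system: purified recombinant IMP-1 beta-lactamase. Input: IMP-1 0.2 nM before substrate addition. Buffer or medium: Zinc- and detergent-supplemented HEPES buffer, pH 7.1. Schedule: 25 °C, 15 min preincubation, 25 min reaction. Signal: Epi-absorbance fluorescence, 480 nm excitation, 530 nm emission. Evaluation: percent inhibition from optical density relative to buffer-blank wells.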
GPR7 antagonist – antagonists of human GPR7 (neuropeptides B/W receptor 1); inhibition, % at 4.4 µM; AID 1861; P48145; GPR7-expressing cells, fluorescence antagonist assay; 290,000 tested, 1.1% active; in the data active = inhibition above about 16%, passing the limit was not always enough;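 also: cells stimulated with the agonist NPW; 0% = agonist with vehicle and 100% = vehicle without agonist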
Target sequence (P48145 whole entry, looked up): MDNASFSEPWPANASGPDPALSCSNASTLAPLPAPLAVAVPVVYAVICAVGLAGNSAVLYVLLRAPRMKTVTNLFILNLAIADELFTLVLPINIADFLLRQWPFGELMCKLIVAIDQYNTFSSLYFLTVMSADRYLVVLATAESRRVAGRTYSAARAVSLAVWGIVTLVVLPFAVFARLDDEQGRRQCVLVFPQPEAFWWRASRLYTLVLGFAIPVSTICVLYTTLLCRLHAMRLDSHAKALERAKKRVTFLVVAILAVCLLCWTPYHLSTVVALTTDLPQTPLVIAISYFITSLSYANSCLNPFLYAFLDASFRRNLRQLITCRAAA
An asterisk follows results filed as active; . = not tested or not shown.

molecule,pCIP destab,IDE cell inh,VIM-2 inh,M18AAP inhibitor,IMP-1 inh,IDE cell activ,PHOSPHO1 block,NALP1 yeast inh,GPR7 antagonist
CN(C)c1cccc(C(=O)OCC(=O)Nc2ccccc2Cl)c1,13,-3,-3.5,5,-4.7,3,8,14,-8
COc1ccc(NC(c2ccccc2)c2ccncc2)cc1 (stereo not drawn),2,-2,1.4,4,-3.7,3,6,8,-1
CC1(C)CC(=O)C2=C(C1)N(c1ccc(F)cc1)C(=O)CC2c1cccnc1 (stereo not drawn),-4,4,-1.8,-3,-1.9,-3,-14,29,-2
Cc1ccc2nc(NC(=O)CCn3c(=O)sc4ccccc43)sc2c1,4,5,-4.7,-1,-3.7,3,-6,25,-8
CC(=O)N/C(N)=N/c1nc2cc([N+](=O)[O-])ccc2o1,-4,1,-2.0,0,-4.2,3,40,2,-8
COc1cc2c(cc1OC)C(C)N(C(=O)c1cc3ccccc3o1)CC2 (stereo not drawn),-4,1,-2.0,-3,-3.0,3,54,-1,-6
O=C(NCC1CCCO1)c1ccc(Br)s1 (stereo not drawn),-4,4,-1.4,-1,-4.2,4,18,-3,-3
CCOC(=O)NS(=O)(=O)c1ccc(CCNC(=O)c2cc(C)on2)cc1,-1,2,-2.1,-3,-1.6,1,12,21,-5
COc1ccc(/C=C/C(=O)NCC(=O)N2CCC(N(C)CCN3CCOCC3)CC2)cc1OC,4,-4,-1.3,-5,-2.3,7,-5,-20,-8
CCOC(=O)N1CCC(NC(=O)c2cc(S(=O)(=O)N3CCCCC3)ccc2F)CC1,-6,3,-4.5,2,-1.9,3,12,-9,-8
Cc1[nH]c2ccccc2c1SCc1nnc(SCc2ccc(Cl)cc2)n1C,-18,-1,-1.1,-4,-0.1,3,38,-1,-9
O=C(Nc1ccc2c(c1)OCO2)c1ccc([N+](=O)[O-])cc1[N+](=O)[O-],-28,3,-1.8,11,-2.8,-2,10,-37,-2
CCOC(=O)C1(Cc2ccc(OC)cc2)CCN(C(=O)CCn2cccn2)CC1,-7,5,-2.5,-2,-2.8,2,22,.,-18
O=C(c1ccccc1)c1ccc(NCCCn2ccnc2)c([N+](=O)[O-])c1,-1,9,6.9,0,-3.9,2,11,4,-1
COc1ccc(OCC(=O)NC(=S)Nc2ccc(S(=O)(=O)Nc3cc(OC)nc(OC)n3)cc2)cc1,-2,1,-3.0,4,-0.3,8,-7,-1,-6
CC1CCCC(N2CCN(C(=O)c3ccc([N+](=O)[O-])cc3)CC2)C1 (stereo not drawn),0,.,-1.5,-5,-3.0,5,24,-10,-1
Cc1nn(CCC(=O)NNC(=S)Nc2ccc([N+](=O)[O-])cc2)c(C)c1[N+](=O)[O-],-7,1,-7.6,14,-4.6,2,-10,-16,-7
OC(Cn1cncn1)(c1ccc(F)cc1)c1ccc(Cl)cc1 (stereo not drawn),-5,0,-0.4,-4,-5.3,4,11,20,-11
O=C(Cc1ccc(Cl)cc1)NNC(=O)c1cnccn1,-30,2,-4.4,14,-4.0,0,0,2,-9
NC(=O)c1cc(S(=O)(=O)Nc2cccc(F)c2)co1,-8,-2,0.1,-9,-4.5,6,15,-16,-5
O=C1OC(c2ccccc2)=NC12CC2c1ccc(Cl)cc1 (stereo not drawn),2,7,-3.2,-5,-4.1,2,-10,6,-2
O=C1[C@H]2[C@@H](/C=C/c3ccccc3)N3C(=O)CN(Cc4ccccn4)C(=O)[C@@]3(Cc3ccccc3)[C@H]2C(=O)N1c1ccccc1,-18,5,-1.0,2,-3.8,6,10,1,-10
CCc1ccccc1N(CC(=O)NCc1ccccc1)C(=O)CCC(=O)Nc1ccccn1,-16,6,-2.4,5,-3.8,0,15,-5,0
O=C(NC1CCN(Cc2ccccc2)CC1)C1CCCN(S(=O)(=O)c2cccc3nonc23)C1 (stereo not drawn),-4,0,-6.0,6,-3.7,0,21,46,5
CC1CCN(C(=O)CC(NC(N)=O)c2ccccc2Cl)CC1 (stereo not drawn),-1,4,-4.3,-1,-3.8,5,15,11,1
CCOC(=O)c1cccc(NC(=O)CN(c2ccc(C)cc2)S(=O)(=O)c2c(C)n[nH]c2C)c1,7,4,-1.3,-5,-4.0,-1,24,-18,-3
CC(=O)N1C(=O)N(C)C2C1N(C)C(=O)N2C(C)=O (stereo not drawn),-5,3,1.8,-1,0.4,.,-6,-2,-4
CCN(CC)C(=S)SCC(=O)c1ccccc1,-4,-4,-0.3,0,-1.5,1,38,9,-13
CCOc1ccccc1NC(=O)NC(C)c1ccncc1 (stereo not drawn),0,2,-4.2,-1,-1.5,3,22,2,-21
CCCCC(=O)NC(=S)Nc1cccc(NC(=O)c2ccco2)c1,-16,2,-0.1,6,1.1,1,4,23,-2
O=C(NC(=S)NCC1CCCO1)c1ccc(Cl)cc1Cl (stereo not drawn),-4,0,5.2,-8,-2.6,5,2,-3,-12
COc1cccc(CN(C)C(=O)CNC(=O)c2ccc3c(c2)OCO3)c1OC,-19,-1,-2.0,9,-5.3,-1,58,4,-1
CN1CCN(c2ccc(Cl)cc2NC(=O)CCN2C(=O)c3ccccc3C2=O)CC1,-2,2,-0.5,-6,-2.2,1,4,8,-4
COc1cccc(C2NC(=S)NC3=C2CCc2ccccc23)c1 (stereo not drawn),0,1,-3.0,1,-3.9,4,4,5,-1
CCCC(=O)Nc1c(C(=O)OCC)[nH]c2ccccc12,-18,1,-6.2,4,-4.2,5,34,19,-11
CCOC(=O)C1(Cc2cccc(OC)c2)CCN(Cc2cccn2-c2nccs2)CC1,2,9,1.0,-12,-1.2,-2,-6,39*,7
Cc1ccc(N2C(=O)c3ccccc3NC2C(C)Cc2ccc3c(c2)OCO3)cc1 (stereo not drawn),-25,0,0.8,6,-4.3,3,-10,5,2
CCOc1ccccc1N1CCN(C(=O)/C=C/c2cccc([N+](=O)[O-])c2)CC1,-4,8,-1.2,1,-0.9,5,3,24,21*
OC1CCCN(Cc2nc(Cc3ccccc3Cl)no2)C1 (stereo not drawn),-5,4,-2.3,1,-3.8,6,35,21,-7
CN(C)c1nc(Nc2ccccc2)nc(N(C)C)n1,-4,-2,-0.9,0,-2.0,6,15,26,0
CC(=O)c1ccc(NC(=O)C(C)OC(=O)COc2ccc(C#N)cc2)cc1 (stereo not drawn),-1,2,0.2,2,-2.3,5,-34,16,7
CC(=O)C(Sc1nn(C)c(=S)s1)C(=O)Nc1ccccc1 (stereo not drawn),3,5,-3.1,13,-3.4,6,98*,1,-19
COc1ccc(OC)c(-c2csc(NC(=O)c3ccccc3F)n2)c1,-5,2,-2.3,0,-2.4,1,29,15,-5
CN1CCN(c2ccc(Cl)cc2NC(=O)/C=C/c2ccc(F)cc2)CC1,-6,1,-0.8,1,-2.9,2,40,15,10
O=C(O)CN1CCN(Cc2ccc(F)cc2Cl)C1=O,-2,-5,-3.0,5,-2.7,-1,28,-9,2
CCc1ccc(NC(=O)C2CCN(c3c(N4CCCC4)c(=O)c3=O)CC2)cc1,-12,4,-1.5,3,-1.5,3,12,5,-15
O=C(COC(=O)C1CC(=O)N(c2ccc3c(c2)OCCO3)C1)NC1CCCc2ccccc21 (stereo not drawn),6,3,-0.9,-4,-2.7,0,18,1,-9
CCc1cccc(CC)c1NC(=S)NCC(c1cccnc1)N1CCOCC1 (stereo not drawn),-8,-2,-1.2,2,-3.6,0,-1,23,3
O=C(N=C1SC2CS(=O)(=O)CC2N1Cc1ccccc1)C1CCCO1 (stereo not drawn),-3,4,-4.0,9,-2.2,5,53,-16,-8
O=C(CSc1cn(Cc2ccccc2)c2ccccc12)N1CCOCC1,-12,1,-5.0,-1,-1.8,7,6,34,-6
CC(=O)Nc1coc2ccc(Br)cc12,1,-1,-1.6,-5,-4.1,2,3,16,-14
COC(=O)c1c(NC(NC(=O)c2ccccc2)(C(F)(F)F)C(F)(F)F)sc2c1CCN(C)C2,-6,-3,-2.4,4,-0.3,-4,-11,37,-8
COc1ccccc1-c1noc(CCC(=O)Nc2cccc(C)c2)n1,-4,1,0.3,1,-2.4,-3,6,-8,4
COc1ccccc1S(=O)(=O)Nc1cc(S(=O)(=O)N2CCCCC2)ccc1N1CCOCC1,-18,-3,3.5,-16,-1.1,4,32,18,4
Cc1cc(NC(=O)c2ccco2)ncc1NC(=O)CCc1ccccc1,-4,-2,-2.5,-3,-5.3,5,17,20,-10
O=C(NCc1ccccc1Cl)c1ccccc1Oc1ccccc1,-2,6,-1.2,4,-0.3,-3,-6,22,-10
COc1ccc(-n2c(Cc3cccn3C)nnc2SCC(=O)Nc2ccccc2F)cc1,-9,-1,-2.5,3,-4.2,-4,-1,28,-2
C#CCOCCOCCOCCNc1nc(N2CCOCC2)nc(N2CCN(C(=O)[C@H](Cc3cc4ccccc4[nH]3)n3cc([C@@H](N)Cc4ccc(O)cc4)nn3)CC2)n1,-2,0,-4.2,9,-3.6,2,36,-4,-13
Cc1ccc(C(=O)Nc2ccc(N3CCN(S(C)(=O)=O)CC3)cc2)cc1C,-23,10,-3.1,-4,-3.8,.,-6,8,-6
Cc1cc(OCC(=O)Nn2cnnc2)ccc1Br,-6,-2,-2.7,56*,-2.4,7,-6,4,-10

(next part)
molecule,pCIP destab,IDE cell inh,VIM-2 inh,M18AAP inhibitor,IMP-1 inh,IDE cell activ,PHOSPHO1 block,NALP1 yeast inh,GPR7 antagonist
COc1ccc(N(Cc2cc3ccccc3[nH]c2=O)S(=O)(=O)c2ccccc2)cc1,-8,3,-2.0,3,-4.5,4,16,-3,0
CCc1cc2c(=O)c(-c3ccc4c(c3)OCCO4)c(C)oc2cc1OS(C)(=O)=O,6,3,-0.9,5,-0.8,1,9,20,-14
N#CC1=C(N)SC(N)=C(C#N)C1c1ccnc2ccccc12,-1,6,0.5,18,-2.8,-8,76*,-8,-13
COc1cccc(NC(=O)c2ccc3c(c2)OCO3)c1,-8,0,-1.0,-13,-1.4,4,44,19,-1
COc1ccc(NC(=O)Cn2nnc(C(=O)NCc3cccs3)c2N)cc1OC,4,5,1.8,0,-1.4,6,22,28,-9
Cn1cccc1/C=N/NC(=O)C(O)c1ccccc1 (stereo not drawn),-11,1,-1.1,-10,-1.2,6,22,.,1
O=C(Nc1ccccc1OC(F)F)c1ccc(Br)o1,0,3,-4.1,1,-0.7,4,44,.,-17
Cn1c(=O)n(Cc2ccco2)c(=N)c2c3c(sc21)CCCC3,-1,3,-2.2,-7,-3.0,2,26,-36,-8
O=C(NCc1cccc(Cl)c1)c1ccncc1,-11,-3,-1.9,-17,-1.1,2,20,10,8
CCC(CC)C(=O)Nc1nnc(S(=O)(=O)N2CCCc3ccccc32)s1,-6,3,1.8,3,-2.4,-3,20,9,-10

Arranged by molar mass (descending): some entries from above
molecule,pCIP destab,IDE cell inh,VIM-2 inh,M18AAP inhibitor,IMP-1 inh,IDE cell activ,PHOSPHO1 block,NALP1 yeast inh,GPR7 antagonist
Cc1nn(CCC(=O)NNC(=S)Nc2ccc([N+](=O)[O-])cc2)c(C)c1[N+](=O)[O-],-7,1,-7.6,14,-4.6,2,-10,-16,-7
CC(=O)c1ccc(NC(=O)C(C)OC(=O)COc2ccc(C#N)cc2)cc1 (stereo not drawn),-1,2,0.2,2,-2.3,5,-34,16,7
O=C(NCC1CCCO1)c1ccc(Br)s1 (stereo not drawn),-4,4,-1.4,-1,-4.2,4,18,-3,-3

Screening results: PubChem BioAssay, several laboratories
